HT1080-NT tox: kills 2HG-producing HT-1080-NT fibrosarcoma cells; Potency, µM (doses to about 46.1 µM), for the others: at the highest dose activity, negative = less viability, actives largely listed as cytotoxic; AID 686970; hit rate 1.6% among 360,000; HT-1080-NT fibrosarcoma viability, CellTiter-Glo ATP luminescence, 48 h;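 also: NT is the 2HG producing partner of a matched IDH1 knockdown line; 0% = DMSO-treated cells and -100% = media-only wells without cells; nearly all actives have a fitted effect of over 55% in size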
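Viability by CellTiter-Glo luminescence after 48 h compound exposure at 37C of HT-1080-NT cells (750/well, RPMI, 5% FBS). % activity scaled between DMSO wells and medium-only wells, then curve-fitted and categorized by curve class.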
SW480 rerep: DNA re-replication induction in SW480 cells | SW480 DNA re-replication, Hoechst DNA content imaging, 48 h | Potency, µM (series often up to 46.1 µM), without a hit: top-dose re-replication activation, hits mostly activators | hit rate 1.8% among 340,000; also: % of control where 0% means no effect; nearly all actives have a fitted effect of over 55% in size
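SW480 cells exposed to compounds for 48 hr at 37 C, 5% CO2, then Hoechst-stained 40 min. Nuclear DNA content imaged by fluorescence scanning (405 nm excitation, 500-530 nm emission); re-replication scored as increased high-intensity nuclei.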
TDP43 rescue: rescues yeast growth from TDP-43 toxicity; hit rate 1.8% among 410,000; TDP-43 expressing yeast growth rescue, BacTiter-Glo, 24 h; AID 652104; Potency, µM (doses to about 46.1 µM), for inactives: at the top dose growth rescue (activation), hits mostly activators; also: % of control where 0% means no effect; nearly all actives have a fitted effect of over 50% in size
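In this qHTS, compounds that restore growth of yeast expressing TDP-43 appear as activators. Cells (OD600=0.02, galactose medium, raffinose-pregrown) are incubated with compound 24 hr at 30 deg C and growth is quantified by BacTiter-Glo.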
HT1080 IDH1KD tx: HT-1080 IDH1 knockdown cell toxicity (counter line); HT-1080 IDH1 knockdown viability, ATP luminescence, 48 h; Potency, µM (highest dose often 46.1 µM), without a hit: top-dose activity, negative = toxicity, usual class: cytotoxic; hit rate 2% among 360,000;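 also: 0% = DMSO wells and -100% = cell-free medium wells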
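Luminescent ATP read-out (CellTiter-Glo, 10 min at room temperature) after 48 h compound exposure at 37 °C gave viability of IDH1-knockdown HT-1080 cells. Activity was normalised to DMSO and cell-free wells, then fitted as concentration-response curves.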
KB-3-1 cytotox: kills parental KB-3-1 adenocarcinoma cells. KB-3-1 viability, CellTiter-Glo ATP luminescence, 72 h. Potency, µM (top dose mostly 46.1 µM), without a hit: top-dose activity change, negative = cytotoxic, actives largely listed as cytotoxic. hit rate 1.4% among 400,000; also: % is scaled to controls: 0 for no effect and ±100 for the full control effect; nearly all actives have a fitted effect of over 60% in size
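Using CellTiter-Glo luminescence, growth of non-resistant KB-3-1 adenocarcinoma cells is assessed 72 h after pin-tool compound addition at 37 °C. Normalized responses across the concentration series yield fitted curves.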
GLP-1R inv ag: GLP-1 receptor (human) inverse agonism | Potency, µM (titrated, usually from 38.3 µM), for the others: at the highest dose activity change, negative = inhibition, most hits filed as inhibitors | P43220 | hit rate 1.6% among 410,000 | HEK293 GLP-1R CRE-luciferase, luminescence, 24 h; GLP-1R form is constitutively active; also: % is scaled to controls: 0 for no effect and ±100 for the full control effect; nearly all actives have a fitted effect of over 55% in size
Target sequence (P43220 whole entry, looked up): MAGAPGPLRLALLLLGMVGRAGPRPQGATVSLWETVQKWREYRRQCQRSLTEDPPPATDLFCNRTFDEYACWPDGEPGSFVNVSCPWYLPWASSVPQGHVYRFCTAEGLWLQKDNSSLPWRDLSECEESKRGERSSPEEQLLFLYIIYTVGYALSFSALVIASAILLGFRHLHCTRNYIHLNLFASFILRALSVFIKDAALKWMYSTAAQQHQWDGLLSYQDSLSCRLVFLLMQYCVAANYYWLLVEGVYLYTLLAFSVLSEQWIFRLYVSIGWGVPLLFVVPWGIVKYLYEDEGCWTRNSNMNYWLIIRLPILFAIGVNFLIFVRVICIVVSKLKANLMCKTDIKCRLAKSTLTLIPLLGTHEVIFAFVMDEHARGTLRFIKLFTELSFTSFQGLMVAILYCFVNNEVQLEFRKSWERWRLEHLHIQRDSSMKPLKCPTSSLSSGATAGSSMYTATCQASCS
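Inverse agonists were sought by their lowering of basal cAMP reporter luciferase output in HEK293 cells stably carrying constitutively active human GLP-1R, after 24 h compound treatment.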
GLP-1R agonist: activates the human GLP-1 receptor; HEK293 GLP-1R CRE-luciferase, luminescence, 4-6 h; cells express a hypersensitive GLP-1R form; Potency, µM (doses to about 45.6 µM), for the others: top-dose activation, usual class: activators; hit rate 0.007% among 380,000; also: % of control where 0% means no effect
GLP1R cytotox: cytotoxicity in counter-screen for GLP-1R inverse agonists | HEK293 cAMP-luciferase reporter cells, luminescence, 24 h | Potency, µM (highest dose often 38.3 µM), for the others: at the highest dose activity change, negative = inhibition, usual class: inhibitors | hit rate 0.13% among 410,000 | AID 624418;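 also: loss of luciferase light is scored as toxicity; % is scaled to controls: 0 for no effect and ±100 for the full control effect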
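A 23 nL compound transfer followed 12 hours of cell culture at 37 deg C; exposure then lasted 24 hr. Luciferase assay detection reagent was dispensed and plates read for luminescence after a 12 min room-temperature wait.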
KB-V1 MDR tox: KB-V1 MDR subline cytotoxicity. KB-V1 MDR cells viability, CellTiter-Glo, 72 h. Potency, µM (doses to about 46.1 µM), for the others: at the highest dose activity change, negative = cytotoxicity, usual class: cytotoxic. hit rate 3.4% among 400,000. AID 1347076; also: % is scaled to controls: 0 for no effect and ±100 for the full control effect; nearly all actives have a fitted effect of over 60% in size
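Luminescent ATP read-out (CellTiter-Glo, 10 min) measures survival of drug-selected KB-V1 MDR cells after 72 h, 37 degrees C compound exposure. Medium: phenol-red-free DMEM, 10% FBS. Values from fitted concentration-response curves.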
Active calls of the source: *; ? = inconclusive; . = no result given; & = joins results of further samples; [ ] = another dose, or the depositor's remark. Calls follow the shape of the dose curve; as a rule, active = well fitted curve in the direction sought with a large enough effect; inconclusive = small, poorly fitted or top-dose-only effect, or another doubt; inactive = no such curve, though single readings can be large; an effect the other way counts as inactive or inconclusive. Potency is read from the fitted curve at half-maximal effect.

SMILES | HT1080-NT tox | SW480 rerep | TDP43 rescue | HT1080 IDH1KD tx | KB-3-1 cytotox | GLP-1R inv ag | GLP-1R agonist | GLP1R cytotox | KB-V1 MDR tox
O=C(CCl)N1CCN(CC(=O)N2CCCC2)CC1 | 1% | 7% | 15% | -3% | ? | 1% | -2% | -9% | -2%
COc1cccc(C(c2c(N)[nH]c(=S)[nH]c2=O)c2c(N)[nH]c(=S)[nH]c2=O)c1 | 14% | 5.2µM* | -12% | 17% | 9% | 0% | 1% | 7% | -17%
COc1ccc(/C=C/C(=O)Oc2cccc(/C=N/NC(=O)c3cccc(F)c3)c2)cc1 | 10% | 12% | 9% | 4% | 8% | ? | -29% | ? | 6%
Nc1cc(N)nc(SCC(=O)NCc2ccco2)n1 | 20% | -17%[1.84 µM] | . | 16% | 8% | 7% | 2% | -8% | 0%
O=C(c1cnn(C(=O)c2cccc(S(=O)(=O)N3CCOCC3)c2)c1)c1cc(Cl)cc(Cl)c1O | -15% | 3% | 11% | -9% | 1% | -11% | 1% | 42%[activator] | 1%
COc1cccc2sc(NNC(=O)C3=COCCO3)nc12 | 0% | 7% | -13% | 19% | -2% | 0%[7.66 µM] | 0% | -4%[7.66 µM] | 1%
O=C(Cn1ncc2c(=O)oc3ccccc3c21)NCc1ccccc1Cl | . | . | 7% | . | 16% | -1% | -1% | 2% | 0%
Cc1ccc(Cl)cc1Nc1sc(C(=O)c2ccccc2)c(N)c1S(=O)(=O)c1ccccc1 | . | . | 16% | . | 0% | 13% | . | -12% | -7%
NS(=O)(=O)c1ccc(CCNC(=O)C2Cc3ccccc3CN2C(=O)c2ccco2)cc1 (stereo not given) | -8% | 6% | -11% | -2% | -5% | -14% | 13% | 12% | 8%
COc1cccc(S(=O)(=O)N2C[C@H](O)COC[C@H]3O[C@@H](CC(=O)N4CCN(C)CC4)CC[C@@H]32)c1 | 14% | . | 0% | 19% | 4% | 21% | . | -1% | 5%
COc1cccc(CNS(=O)(=O)c2cc3c4c(c2)CCC(=O)N4CCC3)c1 | 0% | -49%[inhibitor] | -27% | -5% | -3% | -4% | 24% | 2% | -14%
O=S(=O)(NC1CCCC1)c1ccc(-n2cnnn2)cc1 | 0% | 10% | -18% | -7% | -3% | 5% | 8% | -5% | -11%
CNC(C)C(=O)NC(C(=O)N1CCCC1C(=O)Nc1ccc2[nH]ccc2c1)C(C)C (stereo not given) | 8% | . | 12% | 11% | 0% | 17% | 0% | -5% | 2%
CCOC(=O)C1CCN(S(=O)(=O)c2cccc(-c3cn4cc(Cl)ccc4n3)c2)CC1 | -4% | -1% | 4% | -3% | -4% | -5% | 0% | -13% | 0%
Cn1nccc1C(=O)OCC(=O)Nc1ccccc1Cl | 0% | -10% | -1% | -1% | -2% | 1% | 3% | 11% | -5%
CC(C)(C)NC(=O)NC(=O)Cn1cc(C(F)(F)F)ccc1=O | -6% | -2% | -5% | -7% | 0% | 16% | -8% | -5% | 6%
COc1ccc2oc(C(=O)OCC(=O)N3CCCC(C)C3)c(C)c2c1 (stereo not given) | 1% | 3% | 16% | -4% | 7% | ? | 6% | -3% | ?
Cn1ncc(Br)c1C(=O)Nc1c(F)c(F)cc(F)c1F | -4% | ? | ? | 0% | -14% | 0% | -5% | -1% | ?
CCc1ccc(N(C(=O)c2snc(C(N)=O)c2N)C(C(=O)NCC2CCCO2)c2cccs2)cc1 (stereo not given) | -2% | ? | -16% | -25% | -2% | ? | 18% | 6% | -12%
CC1CCc2c(sc(N)c2C(=O)OC(C)C)C1 (stereo not given) | -20% | -5% | 1% | -6% | 2% | ? | 20% | -9% | 0%

Three entries from above, arranged by molecular weight, lowest first.
SMILES | HT1080-NT tox | SW480 rerep | TDP43 rescue | HT1080 IDH1KD tx | KB-3-1 cytotox | GLP-1R inv ag | GLP-1R agonist | GLP1R cytotox | KB-V1 MDR tox
Cn1nccc1C(=O)OCC(=O)Nc1ccccc1Cl | 0% | -10% | -1% | -1% | -2% | 1% | 3% | 11% | -5%
CNC(C)C(=O)NC(C(=O)N1CCCC1C(=O)Nc1ccc2[nH]ccc2c1)C(C)C (stereo not given) | 8% | . | 12% | 11% | 0% | 17% | 0% | -5% | 2%
CCc1ccc(N(C(=O)c2snc(C(N)=O)c2N)C(C(=O)NCC2CCCO2)c2cccs2)cc1 (stereo not given) | -2% | ? | -16% | -25% | -2% | ? | 18% | 6% | -12%

Remaining list, next part.
SMILES | HT1080-NT tox | SW480 rerep | TDP43 rescue | HT1080 IDH1KD tx | KB-3-1 cytotox | GLP-1R inv ag | GLP-1R agonist | GLP1R cytotox | KB-V1 MDR tox
Cn1c(=NC(=O)C2CC2)sc2cccc(F)c21 | 16% | -2% | 26% | -6% | -11% | -12% | 13% | 9% | ?
CCCCCCCN1C(Nc2ccccc2)=NC[C@@H]1CC(C)C | -3% | ? | -16% | 1% | ? | ? | -1% | ? | ?
Cc1cc(C(F)(F)F)nn1CC(=O)Nc1ccc2c(c1)OCO2 | 7% | -13% | 7% | 5% | 1% | -26% | -1% | -6% | 29%
CCOc1ccc(NC(=O)CSc2nccn2Cc2ccco2)cc1 | 4% | 0% | 5%&13% | 10% | -4% | 13%&10% | 5% | -7%&2% | -23%
CCCc1nnc(NC(=O)CN2C(=O)C3C4C=CC(C4)C3C2=O)s1 (stereo not given) | 6% | 2% | ? | -1% | 0% | 0% | -4% | -7% | -22%
COc1ccc(N2CCN(c3nccs3)CC2)cc1 | 8% | -34%[inhibitor] | -8% | -2% | ? | 4% | 9% | -1% | -3%
O=C(CSc1cn(CCNC(=O)c2cccs2)c2ccccc12)NC1CCCCC1 | 0% | -1% | 8% | -7% | ? | ? | 1% | -11% | 22%
Cc1cc(C)c2nc(/N=C(\N)NC(=O)Nc3ccccc3)nc(C)c2c1 | -16% | 9.2µM* | -5% | -16% | -9% | ? | -13% | ? | ?
CC(C)C(=O)N1CCN(c2ccc(NC(=O)COc3ccccc3[N+](=O)[O-])cc2)CC1 | ? | 5% | 19% | ? | ? | ? | -9% | -23% | 18µM*
O=C(O)c1cnn(-c2ccccc2)c1-c1ccccc1 | 1% | -3% | -6% | 14% | 2% | 1% | 1% | -6% | 1%
COc1ccc(OC)c(NC(=O)c2cccc(S(=O)(=O)N3CCN(C(C)=O)CC3)c2)c1 | -2% | 1% | -10% | -9% | 14% | 32%[activator] | 14% | 0% | -7%
CC(OC(=O)c1cccc([N+](=O)[O-])c1)C(=O)N1CCc2ccccc21 (stereo not given) | -1% | -2% | ? | -1% | 0% | -20% | -3% | -8% | ?
Cc1cc(C(=O)COc2ccc(C#N)cc2)c(C)n1C1CC1 | -6% | -83%[inhibitor] | -16% | 4% | -5% | 24% | 18% | -3% | -17%
COC(=O)c1ccc(-n2c(C)cc(C(=O)CCl)c2C)cc1 | ? | ? | ? | ? | ? | -16% | -3% | ? | -26%
CCOc1ccc2c(c1)C(C)=CC(C)(C)N2C(=O)Nc1ccccc1 | 0% | 8% | -9% | -1% | 0% | 37%[activator] | 4% | 7% | -30%
c1ccc(-c2cnc(SCCN3CCOCC3)n2CC2CCCO2)cc1 (stereo not given) | 7% | 3%[9.22 µM] | 15% | 7% | -7% | 0% | 2% | 1% | -7%
Cc1ccccc1N1CCN(S(=O)(=O)C[C@]23CCC(CC2NC(=O)[C@@H](N)CCS(C)(=O)=O)C3(C)C)CC1 (stereo not given in full) | ? | 14% | 1% | ? | 0% | -1% | -1% | 14% | 11%
COc1ccc(C2=[N+]([O-])C(C)(C)N(O)C2(C)C)cc1 | 5% | -5% | -2% | 1% | 1% | 1% | -7% | 2% | 4%
CC(C)(C)C(=O)Nc1ccccc1N1CCN(C(=O)c2ccc(Cl)cc2)CC1 | 0% | -1% | 2% | -4% | -5% | ? | 2% | 2% | -9%
Cc1ccc(NC(=O)CN2C(=O)NC(C)(c3ccc4c(c3)OCO4)C2=O)cc1 (stereo not given) | 1% | 2% | 17% | -2% | 25% | -26% | 3% | -1% | 6%
O=C1NC(c2ccc(Cl)cc2Cl)Oc2ccccc21 (stereo not given) | 12% | 3% | 10% | 6% | 12% | 18% | -7% | 4% | ?
CC(C)=CCc1c2c(c(O)c3c(=O)c4c(oc13)-c1cc(O)c(O)cc1OC4C=C(C)C)C=CC(C)(C)O2 (stereo not given) | 0% | ? | 14% | 0% | ? | -15% | -5% | -4% | ?
O=C(NCCN1CCOCC1)c1cc2sccc2n1Cc1ccc(F)cc1 | -15% | 2% | -16% | -12% | -1% | 1% | 12% | 5% | -27%
O=C(NNC(=O)c1ccc(Cl)cc1Cl)c1cnccn1 | -10% | -10% | 19% | ? | ? | 2% | 1% | -5% | -23%
COC(=O)COc1ccc(C(=O)OC)cc1 | 3% | -5% | 2% | 9% | -5% | 14% | 2% | 1% | 1%
COc1ccc(NC(=O)N2C3CCCC2CC(NC(=O)C2CC2)C3)cc1 (stereo not given) | 4% | -2% | 7% | 5% | -2% | 7% | 3% | -2% | 2%
CC(C)c1ccc(OCC(=O)NNC(=O)c2cnccn2)cc1 | -2% | -5% | 10% | 5% | -4% | 15% | 2% | 22% | -10%
Cc1ccnc(NC(=S)NC(=O)c2ccco2)c1 | 24% | -2% | ? | 20% | 5% | ? | 8% | ? | 16%
CCC(Sc1nnc(C)c(=O)[nH]1)C(=O)Nc1cccc2ccccc12 (stereo not given) | -1% | -8% | -14% | -1% | -2% | -9% | 0% | -28% | -4%
S=C1Cc2ccccc2N1 | 4.6µM* | ? | -93%[inhibitor] | 5.2µM* | 5.8µM* | 1µM* | -1% | -1% | ?
Cc1cc(C(=O)Nc2cc(S(C)(=O)=O)ccc2Cl)no1 | 23% | -29% | 9% | 17% | 8% | 26% | 5% | 2% | -9%
Cc1cccc(C)c1N1CCN(c2ccc3nnc(C(F)(F)F)n3n2)CC1 | ? | -5% | 20% | ? | 0% | ? | 2% | ? | ?
CCCCN(C=O)c1c(CC)nc2c(OCCC3CCCCC3)cccn12 | ? | . | -5% | ? | -2% | ? | 11% | 18% | -22%

Source: PubChem
